From PubChem
UDG counterscr = counter-screen for AID inhibitors: uracil-DNA glycosylase inhibition; Potency, µM (top dose mostly 115 µM), for inactives: at the top dose activity change, negative = inhibition, usual class: inhibitors; AID 1347430; 91,000 compounds, 0.14% hits; FRET deamination/UDG coupled assay, UDG read, 4 h; further: nearly all actives have a fitted effect of over 65% in size
AID inhibitor = blocks human AID cytidine deaminase activity; Q9GZX7; AID deamination FRET fluorescence, UDG-coupled, 4 h; Potency, µM (top dose mostly 115 µM), for the others: top-dose activity change, negative = inhibition, usual class: inhibitors; 91,000 compounds, 0.32% hits; AID 1347428; further: nearly all actives have a fitted effect of over 25% in size
Target sequence (Q9GZX7 whole entry, looked up): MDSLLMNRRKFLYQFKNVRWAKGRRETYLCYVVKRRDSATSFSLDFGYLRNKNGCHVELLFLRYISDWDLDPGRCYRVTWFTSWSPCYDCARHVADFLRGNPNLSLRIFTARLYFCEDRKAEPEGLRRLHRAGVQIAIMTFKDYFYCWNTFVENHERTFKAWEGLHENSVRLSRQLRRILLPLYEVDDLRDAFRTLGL
The depositor's hits bear a star; ? = inconclusive; [ ] = remark or other dose. The call rests on the fitted dose curve; in most records, active means well fitted curve in the direction sought with a large enough effect; inconclusive means small, poorly fitted or top-dose-only effect, or another doubt; inactive means no such curve, though single readings can be large; an effect the other way counts as inactive or inconclusive. On the % scale 0 is the no-effect control and ±100 the full control effect; potency means the concentration at half of the fitted maximal effect.

Preview (13 entries):
The line under a structure holds: UDG counterscr | AID inhibitor
CC(C)(C)OC(=O)Nc1ccc(C(=O)NCC(c2ccco2)N2CCCCC2)cc1 (stereo not drawn)
    -7% | -6%
CCCCS(=O)(=O)c1nc(-c2ccc(Br)cc2)cc(-c2ccccc2)c1C#N
    -10% | -9%
Cc1cccc(NC(=O)c2ccc(CNS(=O)(=O)c3ccc4c(c3)C(C)(C)C(=O)N4C)cc2)c1
    2% | 3%
COc1ccc(C(=O)CCC(=O)OCC(=O)c2ccc3c(c2)OCCO3)cc1
    1% | 27%
CCOCCCNC(=O)/C(C#N)=C\c1ccc(NC(C)=O)cc1
    -3% | 9%
CC(=O)Nc1ccc(S(=O)(=O)NC2(C(F)(F)F)C(=O)Nc3c2c(=O)[nH]c(=O)n3-c2cccc(Cl)c2)cc1 (stereo not drawn)
    3%[57.5 µM] | 14%[57.5 µM]
CCCCCCCCS(=O)(=O)CCSc1cccc2cccnc12
    2% | ?
CCc1nnc(SCC(=O)Nc2cccc(C(F)(F)F)c2)c2cc3oc(C)cc3n12
    -4% | -23%
N#Cc1nc(-c2ccc(COc3ccc(Cl)cc3)o2)oc1N1CCCCC1
    1% | ?
Cc1cc(C(=O)NCCN(C)C)c2ccccc2n1
    3% | 13%
Cc1nnc(SCc2cc(=O)c3cc(F)ccc3[nH]2)n1C
    -8%[57.5 µM] | 3%
Cc1ccc(NC(=O)C2(C)Cc3ccccc3C(=O)O2)c(C)c1 (stereo not drawn)
    4% | 25%
CCOC(C(=O)NC(C)CC)(c1ccccc1)c1ccccc1 (stereo not drawn)
    -5% | -6%

This part in full, previewed entries included:
The line under a structure holds: UDG counterscr | AID inhibitor
CC(C)(C)OC(=O)Nc1ccc(C(=O)NCC(c2ccco2)N2CCCCC2)cc1 (stereo not drawn)
    -7% | -6%
CCCCS(=O)(=O)c1nc(-c2ccc(Br)cc2)cc(-c2ccccc2)c1C#N
    -10% | -9%
Cc1cccc(NC(=O)c2ccc(CNS(=O)(=O)c3ccc4c(c3)C(C)(C)C(=O)N4C)cc2)c1
    2% | 3%
COc1ccc(C(=O)CCC(=O)OCC(=O)c2ccc3c(c2)OCCO3)cc1
    1% | 27%
CCOCCCNC(=O)/C(C#N)=C\c1ccc(NC(C)=O)cc1
    -3% | 9%
CC(=O)Nc1ccc(S(=O)(=O)NC2(C(F)(F)F)C(=O)Nc3c2c(=O)[nH]c(=O)n3-c2cccc(Cl)c2)cc1 (stereo not drawn)
    3%[57.5 µM] | 14%[57.5 µM]
CCCCCCCCS(=O)(=O)CCSc1cccc2cccnc12
    2% | ?
CCc1nnc(SCC(=O)Nc2cccc(C(F)(F)F)c2)c2cc3oc(C)cc3n12
    -4% | -23%
N#Cc1nc(-c2ccc(COc3ccc(Cl)cc3)o2)oc1N1CCCCC1
    1% | ?
Cc1cc(C(=O)NCCN(C)C)c2ccccc2n1
    3% | 13%
Cc1nnc(SCc2cc(=O)c3cc(F)ccc3[nH]2)n1C
    -8%[57.5 µM] | 3%
Cc1ccc(NC(=O)C2(C)Cc3ccccc3C(=O)O2)c(C)c1 (stereo not drawn)
    4% | 25%
CCOC(C(=O)NC(C)CC)(c1ccccc1)c1ccccc1 (stereo not drawn)
    -5% | -6%
C/C(=N/Nc1ccc([N+](=O)[O-])cc1[N+](=O)[O-])C(C)(C)C
    -7% | -9%
Cc1cccc(OCCn2c(SCC(=O)O)nc3ccccc32)c1
    6% | 4%
O=C1C(c2ccc(F)cc2)N(CCc2ccc(Cl)cc2)C(=O)CN1C1CCCCC1 (stereo not drawn)
    -6%[57.5 µM] | 0%
CC(C)(C)c1cc(/C=C/C(=O)O)cc(C(C)(C)C)c1O
    -2% | 9%
O=C(Nc1ccc(I)cc1)C1CCCCC1
    4% | -2%
COc1cccc(C(=O)CC2(O)C(=O)Nc3ccc(Cl)cc32)c1 (stereo not drawn)
    -2% | 54%[activator]
CCC(CC)NC(=O)Nc1ccc(C)cc1Br
    -7% | -1%
Cc1ccc(C)c(NC(=O)CCC2CCCC2)c1
    -16% | -7%
CC(C)=CC1C=C(C)C(C)C(c2ccccc2)C1C(=O)c1ccccc1 (stereo not drawn)
    2% | -12%
CC(C)CC(=O)Nc1ccc(C(=O)Nc2ccc(CCC(=O)O)cc2)cc1
    0% | 0%
NC(=S)N/N=C/c1cccc(Cl)c1
    5% | 17%
S=C(N/N=C1/CCCCc2ccccc21)NC1CCCCC1
    -2% | -11%
CN(C)S(=O)(=O)c1ccc2c(c1)N(CC(=O)Nc1cccc(C(F)(F)F)c1)C(=O)CS2
    11% | -4%
CC(CNC(=O)c1ccc(C(C)(C)C)cc1)NC(=O)c1ccc(C(C)(C)C)cc1 (stereo not drawn)
    -5% | -5%
COc1ccc(NC(=O)c2ccccc2SCc2ccc(C#N)cc2)cc1OC
    2% | -8%
O=C(O)c1ccc(C(=O)C2CCCCC2C(=O)O)cc1 (stereo not drawn)
    6% | 5%
Cc1ccc(C)c(Nc2nc(N3CCN(c4ccc(F)cc4)CC3)nc3nccnc23)c1
    -23% | ?
CCOc1ccc(-c2cn3c(n2)sc2cc(C(=O)NCCc4ccc(OC)cc4OC)ccc23)cc1
    -27% | -16%
Cc1ccc(S(=O)(=O)N2CCN(C(=O)c3cc4cc(C)ccc4nc3C)CC2)c(C)c1
    -1% | -9%
COc1cccc(CNC(=O)C2CCN(S(=O)(=O)c3c(C)noc3/C=C/c3cccs3)CC2)c1
    -5%[57.5 µM] | 5%
CCC(=O)N1c2ccccc2CC1C(=O)NCCc1cc(OC)c(OC)c(OC)c1 (stereo not drawn)
    ? | 9%
O=C(NCCc1ccccc1)c1sc2ncccc2c1-n1cccc1
    31%[activator] | ?
CCc1nn2c(=O)cc(COC(=O)CNC(=O)COc3ccc(C)cc3)nc2s1
    -5% | -13%
O=C(Nc1ccc2oc(-c3cccnc3)nc2c1)c1ccc(OCc2ccccc2)cc1
    -1% | 7%
CCN(CC)CCNC(=O)Cn1ncc2c3ccccc3n(Cc3ccc(Cl)cc3)c2c1=O
    14% | 22%
COc1cccc(NC(=O)Cn2c(=O)oc3cc(S(=O)(=O)N4CCCCC4)ccc32)c1
    89µM* | 14%
CCOc1ccc2nc(NC(=O)c3cc(=O)c4ccc(C)cc4o3)sc2c1
    -9%[57.5 µM] | 1%
Cc1ccccc1Nc1c(-c2ccc(N3CCOCC3)cc2)nc2cccc(C)n12
    -2% | ?
COC(=O)c1cc(S(=O)(=O)NCC2CCN(Cc3ccc(F)cc3)CC2)c[nH]1
    8% | 8%
COc1cc(OC)cc(C(=O)Oc2cc(C)cc(C)c2)c1
    -4% | 0%
Cc1ccc2[nH]c(=O)c(CNc3cccc(C)c3C)cc2c1
    9% | -17%
COc1cc(/C=C2/NC(=O)NC2=O)cc(Cl)c1OCc1cccc(C(=O)O)c1
    -9% | -8%
Cc1ccc(B(O)O)c2cccnc12
    -4% | 2%
CCc1ccc(NC(=O)CC2C(=O)N(c3ccc(C)cc3)C(=O)N2CCc2ccncc2)cc1 (stereo not drawn)
    -5% | -2%
COc1ccc(-c2cn3nc(N4CCCC(C(=O)NCc5ccccc5Cl)C4)sc3n2)cc1 (stereo not drawn)
    -19% | -9%
COCCNC(=O)CSc1cn(CC(=O)N2CCCCCC2)c2ccccc12
    3%[57.5 µM] | 60%[activator]
COc1ccc(C(=O)Nc2ccc3nc(SCC(=O)N4CCOCC4)sc3c2)cc1
    2%[57.5 µM] | 3%
Cc1c(S(=O)(=O)c2ccccc2)c(N)n(Cc2cccs2)c1C
    2% | 63%[activator]
COCCOc1cccc(F)c1C(=O)/C=C/c1ccc(C#N)cc1
    -3% | -16%
CC1CCC(NC(=O)c2ccc3c(Cl)c4c(nc3c2)CCCC4)CC1 (stereo not drawn)
    -16% | -24%
CC(C)NC(=O)C(C)Sc1nc2ccc(F)cc2c(=O)[nH]1 (stereo not drawn)
    2% | 4%
NC(=O)Nc1ccc(Cl)c(NS(=O)(=O)c2ccccc2Br)c1
    8% | 12%
CCCc1cc(=O)[nH]c(SCc2nnc(-c3ccc(OC)cc3)o2)n1
    11% | 0%
Cc1cc2c(cc3c(SCc4ccc(Cl)cc4)nnc(C)n32)o1
    2% | ?
Cc1cc2ccccc2n1CC(=O)NCCCCCC(=O)O
    0% | 8%
CN1C(=O)CC[C@H]1c1cccnc1
    5% | 1%
O=C(NC1CC(=O)N(c2cccc(F)c2)C1)c1ccc(S(=O)(=O)N2CCCC2)cc1 (stereo not drawn)
    -6% | 2%

(more compounds)
Molecule	UDG counterscr	AID inhibitor
Cn1c(=O)cc(SCC(=O)NCc2ccc(F)cc2)c2ccc(Cl)cc21	33%[activator]	43%[activator]
CC(=O)N(Cc1ccccc1)Cc1cc2cccc(C)c2[nH]c1=O	4%	5%
COc1ccc(NC(=O)c2ccco2)cc1NC(=O)c1cccc(C)c1OC	6%	28%
O=C1CCc2cc(S(=O)(=O)NC(C(=O)Nc3ccc(F)cc3)c3ccccc3)ccc2N1 (stereo not drawn)	29%	23%
Cc1ccc(NC(=O)CCC(=O)N2Cc3ccccc3Oc3ncccc32)cc1Cl	-4%	-18%
COC(=O)C12CC3CCC(CC(C(=O)OC)(C1)C3=O)C2=O	16%	5%
COc1ccc(N2CCN(C(CNC(=O)C(=O)NCCCN(C)C)c3cccnc3)CC2)cc1 (stereo not drawn)	-6%	6%
COc1ccc(CCNC(=O)C(C)n2nc(C)c3c(C)n(-c4ccccc4)nc3c2=O)cc1OC (stereo not drawn)	29%	-13%
CCOC(=O)c1c(-c2ccccc2)oc2ccc(NS(=O)(=O)c3ccc(C)cc3)cc12	-8%	-7%
Cc1cccc2nc(Cn3c(=O)n(-c4ccc(Cl)cc4)c(=O)c4c5c(sc43)CCC5)cc(=O)n12	-6%	15%
O=C(Nc1cccc(F)c1)C1CCCN(c2nnc(-n3cccc3)s2)C1 (stereo not drawn)	-1%	-12%
Cn1c(=O)c2c(-c3ccc(Br)cc3)n(CCc3ccccc3)cc2n(C)c1=O	0%	40µM*
CC(=O)Nc1nonc1-c1nnc(SCc2ccc(F)cc2)n1C	3%	1%
COc1ccc(-c2nc(C#N)c(NCC(C)C)o2)cc1	-8%	-17%
CCN1CCCC1CNC(=O)C(C)(C)C (stereo not drawn)	-5%	-4%
Cc1oc2c(c1C(=O)Nc1ccc(Cl)cc1F)C1=NCCN1C=N2	-4%	-11%
CCCCNC(=O)COC(=O)CSc1nc2ccccc2o1	4%	-7%
N=C(N)c1cc(Cl)cc([N+](=O)[O-])c1	-7%	7%
C/C(CC(C)C)=N\NC(=O)c1cccc(C)c1	-5%	4%
Cc1oc2ncn(CC(C)C)c(=O)c2c1C(=O)NCCc1ccc(Cl)cc1	-20%	-3%
CCn1c(=O)c2cc(C(=O)NCCCN3CCN(C)CC3)sc2c2ccccc21	0%	7%
CCCOc1ccc(C(=O)Nc2cc3nn(-c4ccc(CC)cc4)nc3cc2C)cc1	-12%	-5%
O=C1c2ccccc2C(=O)C1(c1ccccc1)N1CCN(c2cccc(Cl)c2)CC1	-8%	-18%
CCS(=O)(=O)c1ccc(Cc2ccc(S(=O)(=O)CC)cc2)cc1	-8%	-9%
COc1ccc2sc(N(Cc3cccnc3)C(=O)C3CCCCC3)nc2c1	-18%	-16%
FC(F)(F)c1cc(-c2ccccc2)nc(SCc2ccccc2Cl)n1	-15%	-24%
c1ccc(-c2csc(=NC3CCCCC3)n2N=C2CCCC2)cc1	-6%	-3%
CCc1c(C)sc(NC(=O)/C=C/c2c(Cl)cccc2Cl)c1C#N	-3%	7%
CC1CCN(c2ccc3nnc(CCC(=O)NCC4CCN(Cc5ccc(F)cc5)CC4)n3n2)CC1	-15%	-11%
COCCNC(=O)c1cc(-c2ccc(Cl)cc2)nc2ccccc12	-6%	2%
COc1ccc(CCNC(=O)CSc2ccc(-c3cccs3)nn2)cc1OC	-6%	-6%
CCOC(=O)c1ccc(NC(=O)C(CC)Sc2nc3ccncc3[nH]2)cc1 (stereo not drawn)	-8%	-2%
Cc1ncc(CO)c2c1Oc1nc(-c3ccc(F)cc3)nc(SCC(=O)N3CCCCC3)c1C2	0%	-21%
COc1ccccc1CCNC(=O)Cc1c(C)c2cc3c(C)coc3cc2oc1=O	9%	6%
CC(C)CNC(=O)CCNC(=O)c1ccccc1	11%	4%
COc1ccccc1CNC(=O)Cc1csc2nc(-c3ccccc3)cn12	1%	?
O=C(NCc1cccc(Cl)c1)c1ccc(NC(=O)N2CC3CCCN3c3ccccc32)cc1 (stereo not drawn)	-10%	-12%
CC1=[N+]([O-])C(c2ccc(Cl)cc2Cl)N(O)C1(C)C (stereo not drawn)	0%	9%
COc1cc(OC)cc(C(=O)Nc2ccc3oc(-c4ccccc4C)nc3c2)c1	-8%	25%
Cc1ccc(C(=O)CCC(=O)OCC(=O)c2ccc(Cl)c(Cl)c2)cc1	0%	23%
COc1ccc(N(CC(=O)NCc2ccc(F)cc2)S(=O)(=O)c2c(C)n[nH]c2C)cc1	0%	20%
CCCCCCCCCCC(C)(C)C(=O)Nc1c(OC)cc(OC)cc1OC	-8%	?
COc1ccccc1N1CCN(C(=O)c2c(C)oc3ncn(CC(C)C)c(=O)c23)CC1	45%[activator]	6%
CCOC(=O)N1CCc2c(sc3c2c(=O)n(-c2ccc(Cl)cc2)c(=O)n3Cc2cccc(OC)c2)C1	6%[57.5 µM]	3%
Cc1cccc(/C=C(/C#N)c2nc3ccccc3[nH]2)c1	4%	5%

Some of the compounds tested, so the mix of outcomes need not match the whole.
